Screening data as filed in PubChem BioAssay.
PTHR1 ag: PTHR1 (human) receptor agonism; Q03431; HEK293 GP2 PTHR1 cells, GloSensor cAMP luminescence, 1 h; Potency, µM (highest dose often 115 µM), inactives show top-dose activation, actives largely listed as activators; 410,000 tested, 0.075% active; AID 743266; also: potency is read from the fitted curve at half-maximal effect; nearly all actives have a fitted effect of over 55% in size; some results filed as inactive show a strong effect at the top dose; inactives centre near -15; many of its hits are not listed in these tables
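HEK-293-derived GP2 cells expressing PTHR1 and a GloSensor cAMP reporter, 3,000/well, plated overnight, given luciferin plus IBMX (each 0.5 mM as added) for 1 h at 37 °C, then compound for 1 h at 37 °C. Luminescence was read after 15 min at room temperature.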
CCT chaperon mod: modulators of cytosolic chaperonin (CCT/TRiC) activity | purified chaperonin ATPase assay, HTRF ADP detection, 30 min | activity change, % (no concentration beside the values), hits read low | 360,000 tested, 0.3% active; in the data active = activity change below about -30%; also: % is scaled to controls: 0 for no effect and ±100 for the full control effect
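We incubate TRiC, 40 or 20 nM final, with library compounds at 76 uM and 10 uM ATP for 30 min at 37 °C. ADP formed is detected with Transcreener HTRF reagents after 30 min at room temperature.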
EPAC2 ag: agonists of human EPAC2 (RAPGEF4). Q8WZA2. EPAC2 activation, biochemical qHTS; response scale: 100% = 6.5 mM cAMP response. Potency, µM (series often up to 154 µM), inactives show top-dose activation, actives largely listed as activators. 360,000 tested, 0.079% active; also: potency is read from the fitted curve at half-maximal effect; nearly all actives have a fitted effect of over 50% in size
Target sequence (Q8WZA2 whole entry, looked up): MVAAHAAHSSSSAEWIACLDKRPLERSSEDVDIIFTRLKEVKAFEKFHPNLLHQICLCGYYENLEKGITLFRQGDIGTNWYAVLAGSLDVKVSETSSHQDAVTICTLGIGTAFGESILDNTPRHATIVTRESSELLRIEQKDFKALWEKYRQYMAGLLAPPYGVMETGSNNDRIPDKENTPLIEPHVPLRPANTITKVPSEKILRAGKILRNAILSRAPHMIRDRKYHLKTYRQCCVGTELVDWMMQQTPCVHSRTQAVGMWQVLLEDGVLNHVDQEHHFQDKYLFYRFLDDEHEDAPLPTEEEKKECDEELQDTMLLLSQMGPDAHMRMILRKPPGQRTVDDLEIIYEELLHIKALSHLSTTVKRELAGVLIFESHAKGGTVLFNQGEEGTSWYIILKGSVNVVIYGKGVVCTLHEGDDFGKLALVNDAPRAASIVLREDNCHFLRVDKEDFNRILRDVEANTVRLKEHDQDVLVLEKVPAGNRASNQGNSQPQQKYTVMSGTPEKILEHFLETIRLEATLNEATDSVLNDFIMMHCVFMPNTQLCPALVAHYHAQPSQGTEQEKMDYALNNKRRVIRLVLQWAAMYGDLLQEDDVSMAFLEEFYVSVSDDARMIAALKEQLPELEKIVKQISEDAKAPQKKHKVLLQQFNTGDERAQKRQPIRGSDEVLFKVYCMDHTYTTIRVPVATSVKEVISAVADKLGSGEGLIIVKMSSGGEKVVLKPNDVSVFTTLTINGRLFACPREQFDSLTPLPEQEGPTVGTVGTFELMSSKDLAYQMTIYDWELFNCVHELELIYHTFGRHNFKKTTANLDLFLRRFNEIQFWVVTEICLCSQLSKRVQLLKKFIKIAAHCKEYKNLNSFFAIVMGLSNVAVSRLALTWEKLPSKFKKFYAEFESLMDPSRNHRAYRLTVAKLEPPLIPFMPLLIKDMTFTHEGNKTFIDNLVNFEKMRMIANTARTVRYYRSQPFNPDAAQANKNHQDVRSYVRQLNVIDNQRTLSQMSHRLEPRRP
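qHTS, titration series. 100 nM EPAC2 / 250 nM Rap1B-BODIPY-GDP / 50 uM GDP; RT; ex 480/em 540 nm, 5-min reads to 30 min. Norm. to 6.5 mM cAMP = activation.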
DRD3 antagonist: D3 dopamine receptor (human) antagonism. P35462. D3R cells, DiscoveRx beta-arrestin luminescence, antagonist mode; stronger effect = lower value. max response, negative = inhibition, %. 360,000 tested, 2.5% active; in the data active = max response below about -50%; inconclusive = no clear call, values can overlap the other calls; also: % is scaled to controls: 0 for no effect and ±100 for the full control effect; mostly tested at two doses, the higher about 12 µM
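Cells plated overnight at 1500 cells/well, then exposed to library compounds with dopamine controls for 90 minutes at 37 degrees C. DiscoveRx reagent added for 30–60 minutes at room temperature; luminescence read, quantitative HTS format.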
pAkt inh: blocks phosphorylation of Akt; Neuro2A IGF-stimulated pAkt S473 HTRF, 20 min; stronger effect = lower value; activity change, % for hits at 50 µM; 360,000 tested, 0.32% active; AID 651550; in the data active = activity change below about -80%; inconclusive = mostly about -51% to -80%; also: % is scaled to controls: 0 for no effect and ±100 for the full control effect
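Neuro2A cells in DMEM with 0.5% FBS, overnight at 37 deg C, given compound at single 50 µM final, then IGF (6 nM final) for 20 min at 37 deg C. Lysed; phospho-Akt Ser473 by HTRF after 24 h, 665/615 ratio.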
EPAC2 antag: blocks human EPAC2 exchange factor. EPAC2 GEF exchange of Rap1B-BODIPY-GDP, fluorescence. AID 720708. Q8WZA2. Potency, µM (highest dose often 114 µM), inactives show at the top dose activity, negative = inhibition, usual class: inhibitors. 360,000 tested, 0.18% active; also: potency is read from the fitted curve at half-maximal effect; % is scaled to controls: 0 for no effect and ±100 for the full control effect; nearly all actives have a fitted effect of over 45% in size; many of its hits are not listed in these tables
Mm-Cpn inhibitor: blocks the Methanococcus maripaludis chaperonin Mm-Cpn | 330,000 tested, 0.031% active | Potency, µM (highest dose often 76.9 µM), for inactives: at the highest dose activity, negative = inhibition, actives largely listed as inhibitors | purified Mm-Cpn ATPase, ADP Transcreener TR-FRET; also: potency is read from the fitted curve at half-maximal effect; % is scaled to controls: 0 for no effect and ±100 for the full control effect; nearly all actives have a fitted effect of over 80% in size
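ATPase read-out: TR-FRET ADP immunoassay (anti-ADP Eu cryptate vs ADP-d2), ex 320 nm, em 590/665 nm; signal drops as ADP forms. Enzyme 25 nM, ATP 10 uM, 30 min at 37°C after 10 min compound preincubation.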
D3 ag: activates the human D3 dopamine receptor; P35462; D3R DiscoveRx beta-arrestin cells, luminescence, 90 min; 410,000 tested, 0.58% active; max activation, %; in the data active = max activation above about 30%; also: 0% is about no effect; mostly tested at two doses, the higher about 12 µM
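Agonist-mode cell screen: cells plated at 1500/well and incubated overnight at 37 °C, then exposed to library compounds for 90 min at 37 °C. Detection reagent was added for 30–60 min at room temperature, and luminescence was read.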
An asterisk follows results filed as active; i = inactive; ? = inconclusive; / = no result given; & = joins results of further samples; [ ] = remark or other dose. Unless noted, calls follow the shape of the dose curve; as a rule, active = well fitted curve in the direction sought with a large enough effect; inconclusive = small, poorly fitted or top-dose-only effect, or another doubt; inactive = no such curve, though single readings can be large; an effect the other way counts as inactive or inconclusive. The list is partial. The share of hits here may be higher or lower than overall.

Values run as follows: PTHR1 ag, CCT chaperon mod, EPAC2 ag, DRD3 antagonist, pAkt inh, EPAC2 antag, Mm-Cpn inhibitor, D3 ag
- CC(C)NC(=O)Nc1cccc2c1O[C@H](CN(C)C(=O)NC1CCCCC1)[C@@H](C)CN([C@H](C)CO)C2=O
    -8%, -0.7, 5%, 4, i, -3%, 2%, -4
- CCc1c(C)nc(SCC(=O)NNC(=O)Cc2ccc(OC)cc2)[nH]c1=O
    -13%, -0.8, 10%, 13, i, 10%, 4%, 0
- COc1cccc(C(=O)NCCNC(=O)c2ccc(C)nc2)c1
    i, -0.4, 0%, -12, i, 6%, -1%, 0
- Cc1ccc(-n2c(-c3ccco3)nc3c(cnn3-c3ccccc3C)c2=O)cc1
    -91%&-30%[inhibitor], -0.3, 23%, -22, i, -26%, -10%, -11&3
- CC(C)Cc1ccc(CN2CCCC(NC(=O)c3nn(C)c(=O)c4ccccc34)C2)cc1 (stereo not given)
    -9%, 1.9, 6%, -2, i, -19%, 1%, -2
- CCCc1ccc(OCc2ccccc2)c2c(=O)cc(C(=O)OCC)oc12
    i, -2.4, 4%, -2, i, 20%, 2%, -1
- COc1ccc2sc(-c3ccccc3OC)c(C#Cc3cncn3C)c2c1
    -13%, 1.2, 4%, 66, i, -18%, ?, 13
- CC(NC(=O)Cn1ncc(Cl)c(Cl)c1=O)C12CC3CC(CC(C3)C1)C2 (stereo not given)
    -22%, -1.3, -10%, -77*, i, -4%, ?, -14
- O=C1CNC(=S)N1Cc1ccc(F)cc1
    i, -4.9, 7%, -10, i, -9%, 3%, 17
- Cc1cccc(CNC(=O)c2sc(=O)n(Cc3ccccc3C)c2C)c1
    i, -0.8, 13%, ?, i, -7%, /, 3
- Cc1nn(-c2ccccc2)c2nc3c(cc12)C(=O)CCC3
    8%, -1.6, 7%, 8, i, -5%, 2%, -24
- Cc1nn(CCOc2ccc(Br)cc2)c(C)c1[N+](=O)[O-]
    -7%, -2.8, 3%, -28, i, -10%, 0%, -4
- CCOC(=O)c1c(S(=O)(=O)N2CCN(c3ccc(F)cc3)CC2)c(C)n(C)c1C
    -15%, -3.5, -8%, 4, i, 9%, -3%, 2
- CCOC(=O)C1=C(COC(=O)CNS(=O)(=O)c2ccc(NC(C)=O)cc2)NC(=O)NC1C (stereo not given)
    -22%, -2.3, 4%, -2, i, -2%, /, 1
- Nc1cc(=O)n(Cc2ccccc2)c(=O)n1-c1ccc(F)cc1
    i, -0.7, 9%, -9, i, -3%, -2%, 0
- CCCNc1ccc(S(=O)(=O)N(CC)CC)cn1
    -7%, 1.4, 5%, 14, i, 12%, 2%, 18
- Cc1cccnc1NC(=O)C1CC(=O)N(c2ccc3c(c2)OCCO3)C1 (stereo not given)
    i, -0.2, 1%, -3, i, -5%, -1%, -1
- CN1CCC(=NNC(=O)CN(c2ccc(Oc3ccccc3)cc2)S(C)(=O)=O)CC1
    i, 2.0, 0%, 8, i, 4%, 0%, 3
- CN1CCN(C2CN(Cc3ccccc3)S(=O)(=O)C2)CC1 (stereo not given)
    i, -1.6, 6%, 12, i, 1%, /, 11
- CCOC(=O)N1CCC2(CC1)CC(=O)c1cc(O)ccc1O2
    -42%[inhibitor][57.5 µM], 0.4, -7%, 23, i, 6%, -1%, 1
- O=C(CN1CCCC1)Nc1ccc(NC(=O)Nc2ccccc2Cl)cc1
    i, 2.7, 4%, -13, i, 10%[57.1 µM], -2%, 0
- N#CCCN(C(=O)COc1ccc(Br)cc1F)c1ccc(F)cc1
    0%, -3.8, 6%, 16, i, -4%, -2%, -1
- COc1ccc(/C=C/C(=O)NCCCn2ccnc2)cc1
    24%, -2.8, -2%, -16, i, 6%, 1%, -9
- O=C(Nc1ccccc1-c1nnn(CC(=O)N2CCCc3ccccc32)n1)c1cccc(Cl)c1
    i, -0.6, -6%, 17, i, 0%, /, 1
- CCc1nnc(NS(=O)(=O)c2ccc(NC(=O)c3ccc(C#N)cc3)cc2)s1
    -19%, -1.1, 7%, -18, i, 14%, 2%, 1
- COc1ccccc1N1CCN(CCCN2CC(=O)N3CCCCC3C2=O)CC1 (stereo not given)
    -14%, 0.1, 4%, -53*, i, 0%, /, -17
- O=C(COC(=O)c1cccc(NS(=O)(=O)/C=C/c2ccccc2)c1)Nc1ccccc1OC(F)F
    i, -3.1, 21%, 0, i, -7%, 3%, -6
- Cc1cc(C)cc(NC(=O)CCN2CC(C)OC(C)C2)c1 (stereo not given)
    -4%[57.5 µM], -3.5, 5%, 12, /, 13%, 0%, -12
- COc1ccc(Cl)cc1NC(=S)NCCC(c1ccccc1)c1ccccc1
    28%, -4.0, 2%, -65*, i, 2%, -2%, -21
- CN(C)C(=O)c1cc(C(=O)Cc2ccccc2)c[nH]1
    i, 0.4, 9%, -3, i, -5%, -8%, -23
- Cc1nnc(-c2cnn(-c3ccccc3)c2N)n1Cc1ccc(F)cc1
    -6%[57.5 µM], 1.1, 1%, 4, i, 13%, 0%, 3
- O=C1CC(N2CCC(O)CC2)C(=O)N1c1ccc(Br)cc1 (stereo not given)
    i, -1.9, 2%, ?, i, 6%, -2%, 3
- CCOc1ccc(S(=O)(=O)NC(C)C(=O)NCc2cccnc2)cc1 (stereo not given)
    i, -0.2, -10%, 15, i, 0%, 1%, 7
- Cc1cccc(OCCOc2ccccc2C=C(C#N)C#N)c1
    -25%, 0.4, 9%, ?, i, 0%, -13%, -8
- Cc1ccc(NC(=O)NCc2cccnc2)cc1Cl
    i, 0.6, 5%, -20, i, 13%, 1%, -4
- O=c1c2ccccc2ncn1-c1ccc(Cl)cc1[N+](=O)[O-]
    -53%[inhibitor], -0.6, 0%, -4, i, 1%, -3%, -1
- CC1(C)C/C(=N\O)c2cc3c(nc2C1)CCCC3
    -13%[57.5 µM], -0.5, 6%, 8, i, -2%, -1%, -2
- Cc1noc(NS(=O)(=O)c2ccc(NC(=O)CCCOc3ccc(Cl)cc3Cl)cc2)c1C
    -17%[57.5 µM], -0.5, -3%, -29, i, 0%[57.1 µM], 1%, -6
- Cc1cc(C)nc(N/N=C/c2ccccc2OCc2ccc(Br)cc2)n1
    -24%, -1.9, 5%, 7, i, 0%, 0%, -2
- O=[N+]([O-])c1ccc(NS(=O)(=O)c2ccc(Cl)c(Cl)c2)cc1
    -90%[inhibitor], -0.9, -7%, 35, i, ?, /, 1
- C=CCn1c(COc2ccc(Cl)cc2)nnc1SCC(=O)c1c(N)n(C)c(=O)n(C)c1=O
    i, -2.1, -14%, 7, i, -2%, 1%, 8
- O=C(Nc1ncccc1O)c1ccc2ccccc2c1
    -37%[inhibitor], -1.3, 9%, -13, i, 18%, 1%, -24
- Cc1ccsc1C(=O)OCC(=O)N1CCc2ccccc2C1
    -24%, -0.5, 5%, -19, i, 5%, 3%, 25
- NNC(=O)c1ccc(COc2ccc3c(c2)CCC3)o1
    -1%, -0.9, -3%, -17, i, 8%, -10%, 7
- O=C1NC2(CCOc3ccccc32)C(=O)N1CC(=O)N(Cc1ccccc1)C1CCS(=O)(=O)C1 (stereo not given)
    i, 0.6, 9%, 73, i, -1%, -7%, 1
- COCCn1c(SCC(=O)c2[nH]c(C)c(C(C)=O)c2C)nc2ccccc2c1=O
    -8%, -1.9, 2%, 16, i, 25%, 0%, 6
- Cc1ccc(OCC(=O)N2CCOCC2)c([N+](=O)[O-])n1
    i, 0.3, 8%, 2, i, -1%, 1%, 8
- CC1(c2nnc(-c3cccc(Cl)c3)o2)CC(c2c(Cl)cccc2Cl)=NO1 (stereo not given)
    -6%, 3.0, 11%, 4, i, -7%, /, -38
- CNC(=O)c1[nH]cnc1C(=O)NCC(=O)OC(C)(C)C
    i, -1.3, 8%, ?, i, 13%, -5%, 6
- COc1ccc(C)cc1S(=O)(=O)Nc1cc2c3c(c1)CC(=O)N3CCC2
    i, -0.6, 4%, 11, i, -1%, -1%, 3
- Cc1ccc(-n2c(SCC(=O)Nc3ccc4c(c3)OCO4)nnc2-c2ccoc2C)cc1
    i, -1.5, 5%, -17, i, -6%, -1%, -1
- NC(=NC(=O)c1ccccc1)N1CCN(C(c2ccccc2)c2ccccc2)CC1
    i, -0.5, 16%, -27, i, -15%, 0%, -1
- CCN(C(=O)CCN1C(=O)c2ccccc2C1=O)C1CCCCC1
    -3%, -3.0, -6%, -16, i, -2%, 2%, -5
- Cc1cc(F)ccc1NC(=O)C1CSC2(C)CCC(=O)N12 (stereo not given)
    i, 2.1, 5%, -12, i, -7%, 1%, 4
- C=CC(=O)NCC1OCCc2ccccc21 (stereo not given)
    18%, -1.0, 10%, -2, i, 14%, -2%, -5
- COc1ccc(OC)c(C2C(C(N)=O)=C(C)Nc3nc(-c4cccc(Cl)c4)nn32)c1 (stereo not given)
    -46%[inhibitor], -1.3, -11%, -13, i, -4%, -4%, -6&-12
- CCn1c(CSc2nnc(-c3ccncc3)n2CCOC)nc2cc(C(=O)O)ccc21
    -12%, 0.1, 8%, -1, i, 7%, -1%, 1
- CC1=C(C(=O)OC(C)C)C(c2cccs2)NC(=O)N1 (stereo not given)
    -21%, -1.1, -2%, 2, i, 1%, -3%, 22
- CCn1c(CNS(=O)(=O)c2ccc(Cl)cc2)n[nH]c1=S
    i, -0.7, -8%, -11, i, 5%, 0%, 2
- Cc1c(-c2ccco2)[n+](=O)c2c(n1[O-])CCC2
    i, 0.9, 6%, -9, i, 5%, 2%, 12

The results go on.
Values run as follows: PTHR1 ag, CCT chaperon mod, EPAC2 ag, DRD3 antagonist, pAkt inh, EPAC2 antag, Mm-Cpn inhibitor, D3 ag
- CCCCCNC1=CC(=O)CC(c2ccccc2)C1 (stereo not given)
    -14%, 1.1, 10%, 0, i, 0%, -1%, -12
- CS(=O)(=O)Nc1ccc(C(=O)NC2CCCCC2)cc1
    -6%, -1.9, 8%, 9, i, 7%, -4%, 2
- COc1ccc(NC(=O)Nc2cnccn2)cc1OC
    i, -2.2, 6%, 6, i, -3%, 0%, 1
- CCNC(=S)Nc1cc(Cl)ccc1Oc1ccccc1
    -9%, -1.2, 1%, 11, i, -4%, ?, 2
- O=[N+]([O-])c1ccc2nc(NN=Cc3ccc(O)cc3)sc2c1
    i, -1.9, 11%, -52*, i, -9%, /, -4
- CCCC(=O)O/N=C(\c1ccccc1)c1ccncc1
    -17%, 0.1, -2%, -1, i, 3%, -2%, -3
- O=C(Nc1ccc2c(c1)OCO2)N1CCN(C(=O)C2CCCO2)CC1 (stereo not given)
    -27%, -2.9, 5%, 12, i, -5%, 0%, -13
